# TNAP act hiacc: TNAP (human) activation, high acceptor; P05186; purified TNAP, CDP-star luminescence, 1 M DEA, 30 min; stronger effect = higher value; 0 = EDTA background, 1 = DMSO-only activity; activation factor at 20 µM; 200,000 tested, under 10 active;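 active means activation factor at least 2 at 20 µM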
# Target sequence (P05186 whole entry, looked up): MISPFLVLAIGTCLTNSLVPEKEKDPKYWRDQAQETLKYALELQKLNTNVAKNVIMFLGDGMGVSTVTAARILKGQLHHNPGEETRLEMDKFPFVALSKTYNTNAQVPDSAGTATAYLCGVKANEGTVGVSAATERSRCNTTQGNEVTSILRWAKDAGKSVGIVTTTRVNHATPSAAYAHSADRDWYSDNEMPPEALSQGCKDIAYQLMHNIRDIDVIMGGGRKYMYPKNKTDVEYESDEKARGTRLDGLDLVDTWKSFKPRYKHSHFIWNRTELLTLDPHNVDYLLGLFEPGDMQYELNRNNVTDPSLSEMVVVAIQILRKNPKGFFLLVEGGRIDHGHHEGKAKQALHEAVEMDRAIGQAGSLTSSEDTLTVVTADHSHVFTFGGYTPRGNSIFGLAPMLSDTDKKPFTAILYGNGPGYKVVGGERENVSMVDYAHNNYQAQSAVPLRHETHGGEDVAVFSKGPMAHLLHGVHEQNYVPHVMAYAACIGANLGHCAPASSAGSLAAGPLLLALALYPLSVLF
#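 Measured by: Luminescent substrate turnover signal | Test system: Human TNAP | Input: TNAP 1/800 final | Dosing: 20 µM single point | Schedule: 30 min, room temperature | Controls: EDTA wells as negative control, DMSO wells as positive control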
# bIAP inh: blocks bovine intestinal alkaline phosphatase activity; AID 1019; 190,000 tested, under 10 active; inhibition, % at 20 µM; purified bovine IAP, CDP-star luminescence, 30 min;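 active means over 50% inhibition of intestinal alkaline phosphatase at 20 µM in the single-dose screen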
#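 Assay system: bovine IAP enzyme; medium: DEA buffer 100 mM, pH 9.8, with MgCl2 1.0 mM, ZnCl2 0.02 mM; doses: 20 µM single dose; incubation: enzyme reaction for 30 min at room temperature; detection: CDP-star luminescence signal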
# TNAP inh hiacc: inhibitors of human TNAP at high phosphate acceptor concentration; actives 0.03% (n = 200,000); P05186; purified TNAP, CDP-star luminescence, 1 M DEA; inhibition, % at 20 µM;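 active means over 50% inhibition of tissue-nonspecific alkaline phosphatase at 20 µM in the single-dose screen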;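 further: plate controls were DMSO wells for no effect and EDTA-quenched wells as full inhibition for full effect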
# Diaph act CS: counter-screen for diaphorase-based assays: diaphorase activators and chemical reducers; actives 0.005% (n = 190,000); Diaphorase/resazurin coupled assay, resorufin fluorescence, 16 min; stronger effect = higher value; 1 = vehicle wells, 0 = NADH-free wells; activation factor at 20 µM;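 active means diaphorase activity raised at least twofold by the compound at 20 µM; inactive means activation factor below 2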
#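 Material: purified diaphorase enzyme from Clostridium kluyveri; Also added: 0.114 mM NADH and 0.1 mM resazurin, final amounts; Doses: single compound dose of 20 µM, 1% DMSO final; Times: 16 min enzyme reaction, ambient temperature; Detection: resorufin fluorescence, excitation 544 nm, emission 590 nm; Measure: increased resorufin signal from activators or reducing compounds.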
# Diaphorase inh: inhibits diaphorase or chemically oxidizes, flagging diaphorase assay artifacts. diaphorase resazurin-to-resorufin fluorescence, NADH, 16 min; bacterial (C. kluyveri) enzyme, not human. inhibition, % at 20 µM. actives 0.69% (n = 190,000);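 active means primary screen inhibition at 20 µM above a set limit, cut at about 50% in these data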;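 further: plate controls were DMSO with full reaction for no effect and wells lacking NADH for full effect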
#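 System: Bacterial diaphorase enzyme (C. kluyveri) | Incubation: 16-min room-temperature incubation before reading | Benchmarks: No-NADH positive control and DMSO neutral control | Measured by: Resorufin fluorescence 544/590 nm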
# TNAP inh no acc: inhibitors of human TNAP without phosphate acceptor. P05186. purified TNAP, CDP-star luminescence, 30 min. inhibition, % at 20 µM. actives 0.26% (n = 200,000);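 active means tissue-nonspecific alkaline phosphatase inhibition above about 50% at 20 µM in the single-dose screen, limit read from the data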;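 further: 0% = DMSO negative control and 100% = EDTA positive control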
# Lmaj promast: reduces viability of Leishmania major promastigotes; inhibition, % at 10 µM; actives 9% (n = 200,000); resazurin fluorescence viability; in the data active means inhibition above about 50%;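 further: promastigotes grown with compound for 44 hours at 28 °C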
# PMI act satM6P: PMI (human) activation, high substrate. coupled PMI enzyme assay, resazurin fluorescence, 20 min; stronger effect = higher value; 1 = untreated enzyme, 0 = substrate-free blank. activation factor at 20 µM. actives 0.34% (n = 190,000);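 active means activation factor of 2 or more at 20 µM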
# Target sequence (P34949 whole entry, looked up): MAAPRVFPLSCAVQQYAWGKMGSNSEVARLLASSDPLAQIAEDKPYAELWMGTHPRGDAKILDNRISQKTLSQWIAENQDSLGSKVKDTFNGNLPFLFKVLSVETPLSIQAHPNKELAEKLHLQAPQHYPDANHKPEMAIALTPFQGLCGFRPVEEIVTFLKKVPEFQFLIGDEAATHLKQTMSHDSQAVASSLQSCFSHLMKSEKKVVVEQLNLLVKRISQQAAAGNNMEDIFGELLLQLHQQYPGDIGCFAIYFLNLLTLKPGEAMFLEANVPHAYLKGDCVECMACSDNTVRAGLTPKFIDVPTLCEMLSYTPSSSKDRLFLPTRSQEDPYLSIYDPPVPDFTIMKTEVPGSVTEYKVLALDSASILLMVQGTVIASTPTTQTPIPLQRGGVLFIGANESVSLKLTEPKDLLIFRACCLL
#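 Material: human phosphomannose isomerase with PGI, G6PDH, diaphorase coupling enzymes; amount: PMI at 15 ng/mL final; also added: Mannose-6-phosphate 1.0 mM (near-saturating) plus 0.22 mM NADP+; incubation: enzyme reaction with compound 20 min at room temperature; signal: resorufin fluorescence (Ex 544/Em 590 nm) from resazurin via diaphorase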
# PMI act: phosphomannose isomerase (human) activation; actives 0.005% (n = 190,000); purified human PMI, coupled resazurin fluorescence, 20 min; stronger effect = higher value; 1 = vehicle control, 0 substrate-free wells; activation factor at 20 µM;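 active means activation factor of 2 or more at 20 µM, relative to plate controls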
# bIAP act: intestinal alkaline phosphatase (bovine) activation; activation factor at 20 µM; purified bovine IAP, CDP-star luminescence, 30 min; stronger effect = higher value; fold of DMSO-control signal, blank-subtracted; actives 0.17% (n = 200,000);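 active means activation factor of 2 or more at 20 µM, a signal rise over negative controls twice the positive control's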
# * marks the source's active call; other numbers are inactive results; . = no result given. Outcome played no part in choosing rows; about 10% have a hit in one of these screens.
# Sequence of screens – TNAP act hiacc	bIAP inh	TNAP inh hiacc	Diaph act CS	Diaphorase inh	TNAP inh no acc	Lmaj promast	PMI act satM6P	PMI act	bIAP act
- COc1ccc(CCC(=O)Nc2nc(-c3ccncc3)cs2)cc1
 : 1	-15.8	-2.5	0.9	12.7	4.6	10.5	1.1	1.2	1.2
- CN(C)C(=O)CSc1nc(SCC(=O)N(C)C)n(-c2ccccc2)n1
 : 1	8.2	0.8	0.9	9.5	-5.9	1.2	0.9	0.9	0.9
- C[C@@](Cc1ccc(O)c(O)c1)(NN)C(=O)O
 : 1	10.5	-2.4	0.8	17.1	-4.0	-3.4	0.9	0.9	0.9
- Cc1ccc2nc(SC(C(=O)c3ccccc3)c3ccccc3)nc(C)c2c1 (stereo unspecified)
 : 1	-12.9	-2.2	0.9	8.1	3.1	91.6*	1	1	1.1
- Oc1ccc(Br)cc1-c1cc(-c2ccc(Cl)cc2)n[nH]1
 : 1	-33.0	-2.0	1	-2.0	-3.5	-1.5	1	0.9	1.3
- c1ccc2c(c1)CCCC2NC1=NCCC1 (stereo unspecified)
 : 1	1.1	-4.8	0.9	12.2	-5.1	-5.9	0.8	0.9	1
- Cc1ccc(OCCn2cc(C(=S)N3CCCC3)c3ccccc32)cc1C
 : 1	32.1	-1.3	0.8	20.4	-7.9	40.5	0.8	0.8	0.7
- COc1cc(OC)cc(C(=O)NCC(=O)OCC(=O)c2cc(OC)ccc2OC)c1
 : 1	13.3	-0.5	0.9	10.3	2.7	-2.9	0.9	0.8	0.9
- COc1ccc(-c2nc(-c3cccc(C)c3)[nH]c(=O)c2C#N)cc1
 : 1	9.1	-3.2	1	-1.5	3.2	10.8	1.1	1.1	0.9
- CC(=O)c1c(C)[nH]c(C(=O)CSc2nnc(-c3ccccc3)n2Cc2ccc3c(c2)OCO3)c1C
 : 1.1	14.9	-8.6	1	0.0	-5.1	-2.3	0.9	0.9	0.9
- COC(=O)c1sccc1NC(=O)CNC(=O)c1ccccc1
 : 1	7.5	-2.1	0.9	7.2	-5.5	-7.7	1.1	1	0.9
- Cc1cc(C)cc(OCCNS(=O)(=O)c2cccs2)c1
 : 1	7.9	-2.5	0.8	15.3	-2.2	8.7	0.9	0.9	0.9
- CC(C)CC(=O)NS(=O)(=O)c1ccc(NS(C)(=O)=O)cc1
 : 1.1	-39.8	-5.3	0.9	14.0	-9.4	-6.5	1	0.9	1.4
- CCOc1ccc(-n2c(=O)cc(N3CCN(c4ccc(F)cc4)CC3)[nH]c2=O)cc1
 : 1	-3.7	-2.0	0.8	17.7	-13.3	1.3	0.8	0.9	1
- CCOC(=O)c1c(-c2ccc(OC)cc2)csc1/N=C/C1=C(O)CCCC1=O
 : 1	5.9	4.0	0.7	26.6	13.9	2.8	0.6	0.8	0.9
- CC(=O)Oc1ccc(C2(C)CC(C)(C)NC(=S)N2C)c(OC(C)=O)c1 (stereo unspecified)
 : 1.1	-34.7	-5.0	0.9	14.9	-9.2	4.0	1.1	1	1.3
- O=Cc1c(-[n+]2ccccc2)nc([O-])n1-c1ccccc1
 : 1.1	12.9	-7.2	0.9	5.8	-6.8	-5.2	1.1	1.1	0.9
- O=C(CCOc1ccccc1)Nc1nnc(-c2ccc3c(c2)OCCO3)o1
 : 1	24.9	-4.6	0.9	11.0	-124.2	0.7	1	1	0.8
- COCc1cc(N2CCCCC2)nc(-c2ccccc2)n1
 : 1	-12.1	-4.2	0.8	16.2	-9.3	4.7	0.9	1	1.1
- C=CCn1c(-c2csc(-c3ccccc3)n2)n[nH]c1=S
 : 1	18.7	1.8	0.8	19.0	24.5	-9.5	0.9	0.8	0.8
- CCN(CC)c1ccc(NC(=O)CN2CCN(c3nc(C)cc(C)n3)CC2)cc1
 : 1	-9.7	-3.3	0.8	20.3	-6.4	3.8	0.8	0.8	1.1
- Cc1cc(Br)ccc1NC(=S)Nc1cccc([N+](=O)[O-])c1
 : 1	7.1	4.0	0.8	16.3	11.9	7.7	1.1	0.9	0.9
- COc1ccc(NS(=O)(=O)c2ccc3c(c2)CCC(=O)N3)c(OC)c1
 : 1	1.0	-3.3	0.8	19.9	-8.3	-9.0	0.8	0.8	1
- CCOC(=O)N1CCN(C(=O)c2ccc(CNS(=O)(=O)c3ccc(OC)cc3)cc2)CC1
 : 1.1	-3.9	-6.2	0.9	9.5	-13.8	-7.5	0.9	1	1
- Cc1ccccc1-n1nc(C)c2cc(C(=O)NCc3cccnc3)sc21
 : 1	-12.3	0.6	0.9	8.6	1.6	69.2*	0.9	1	1.1
- COc1ccc(-n2c(Cc3cccn3C)nnc2SCC(=O)N2CCCc3ccccc32)cc1
 : 1	-15.1	-3.2	0.8	16.4	-12.5	63.2*	1	0.9	1.2
- CCOc1ccc2nc(NC(=O)c3c([N+](=O)[O-])cnn3CC)sc2c1
 : 1	-11.2	-2.0	0.9	11.2	-3.5	62.6*	0.9	1	1.1
- CC(C)(CO)NCC(O)COc1ccc2c(c1)CCC2 (stereo unspecified)
 : 1	18.2	-2.0	0.9	6.7	-0.9	6.7	1	1	0.8
- Cc1cc(O)c(N)c(C)c1Cl
 : 0.9	14.2	11.6	0.7	27.2	10.3	-7.1	0.6	0.7	0.9
- Cc1cc(-c2ccc(/C=N/n3cnnc3)o2)ccc1Cl
 : 1	5.3	-0.7	1	-2.5	-5.1	65.2*	1	1.1	0.9
- CCOC(=O)N1CCN(C(=O)CSc2nnc(-c3ccc(Cl)s3)o2)CC1
 : 1.1	4.8	-5.9	1	3.2	-1.5	-0.7	1	1.1	1
- CCCc1nc2ccccc2c(=O)n1/N=C/c1ccc(O)cc1
 : 1.1	7.2	-5.0	0.9	5.3	-11.7	11.4	1.1	1.1	0.9
- c1ccc(N/N=C(\Cc2nc3ccccc3[nH]2)c2ccccc2)cc1
 : 1	7.3	-0.6	0.9	10.2	-11.8	9.2	2.9*	1.8	0.9
- CCCCNC(=S)N1CCN(C)CC1
 : 1	-11.0	-0.4	0.9	10.3	-12.9	-2.7	0.9	1	1.1
- CC1(C)Cc2c(sc3[nH]c(=S)[nH]c(=O)c23)CO1
 : 1	3.3	-2.7	.	.	-6.3	-4.4	.	.	1
- CC(NC(=O)c1ccncc1)C(C)(C)C (stereo unspecified)
 : 1	6.2	0.1	0.9	7.5	-10.6	-3.2	1	1	0.9
- O=C(COC(=O)c1cccnc1Cl)NCC1CCCO1 (stereo unspecified)
 : 1	1.1	-4.3	0.9	8.0	-15.5	-7.6	1	1	1
- Cc1cc(C)cc(C(=O)N2CCC(C(N)=O)CC2)c1
 : 1	4.9	-1.9	1	1.1	-3.8	-5.0	1	0.9	1
- Cc1cc(F)ccc1NC(=O)C1CCCO1 (stereo unspecified)
 : 1.1	7.5	-7.2	0.9	8.5	-10.8	-1.4	1	1.1	0.9
- Cc1ccc(S(=O)(=O)CCC(=O)Nc2cccc([N+](=O)[O-])c2)cc1
 : 1	-0.7	0.7	1	4.0	-5.1	0.6	1	1	1
- O=C1C(c2ccccc2)C(c2ccccc2)NC(c2ccccc2)C1c1ccccc1 (stereo unspecified)
 : 1.1	5.1	-8.1	0.8	15.8	-37.7	36.1	1	0.9	0.9
- Cc1cccc(NC(=O)C(C)Oc2ccccc2C)n1 (stereo unspecified)
 : 1.1	17.5	-6.2	0.8	19.8	-12.6	-3.4	0.9	0.9	0.8
- COc1cc(-c2nc3ccc4ccccc4c3c3c2CCC3)cc(OC)c1O
 : 1	-0.8	3.2	0.7	26.2	-9.7	98.9*	0.8	0.8	1
- O=c1[nH]c(C2C3CC4CC(C3)CC2C4)nc2ccccc12 (stereo unspecified)
 : 1	5.1	-0.7	0.9	14.0	7.6	1.3	1	0.9	0.9
- CCC1CCCCN1CCCNC(=O)c1cc2c(=O)[nH]c3ccccc3c2n1C (stereo unspecified)
 : 1.1	0.6	-5.0	0.7	32.3	-8.0	0.5	1	1	1
- O=C(CCS(=O)(=O)c1cccc2nonc12)NC1CCCCCC1
 : 1	7.1	2.6	1	1.3	-6.0	-5.6	1	1	0.9
- S=c1[nH]nc(Nc2cccc(Cl)c2)s1
 : 1	16.9	-1.1	0.7	27.8	1.2	-2.7	1.6	1.3	0.8
- O=C(CCN1C(=O)COc2ccccc21)NCc1cccs1
 : 1.1	-3.5	-8.2	0.8	16.3	-4.0	-0.9	1	1.1	1

# Screens: PubChem, several laboratories
